Source: PubChem
CDK5 inh = blocks human CDK5/p35 kinase activity; Recombinant CDK5/p35, ADP-Glo luminescence, 60 min; inhibition, % at 10 µM; actives 0.01% (n = 330,000); AID 488839;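 active = highest replicate inhibition of at least 50% and at least 75% of replicates reaching 50%; inconclusive = only one of the two criteria met; inactive = both criteria failed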;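 also: plate controls were DMSO neutral control for no effect and GW8510 at 10 µM for full effect; many of its hits are not listed in these tables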
cardiac RTF act = increases calcium sensitivity of human cardiac regulated thin filaments; P19429+P45379; IANBD-labeled TnC RTF fluorescence at EC20 calcium; 0% EC20 calcium, 100% full calcium; activation, % at 7.2 µM; actives 0.24% (n = 340,000);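 active = activation above the mean over all tested compounds plus 3 SD, cut at about 30% in these data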;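 also: rise in fluorescence read as greater calcium sensitivity of cardiac thin filaments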
PvdQ inh = blocks Pseudomonas aeruginosa PvdQ acylase activity; purified PvdQ acylase, fluorescence plate reader; inhibition, % at 10 µM; actives 0.063% (n = 340,000); in the data active = inhibition above about 30%, passing the limit was not always enough; inconclusive = no clear call, values can overlap the other calls;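 also: 0% = vehicle neutral wells and 100% = reference inhibitor wells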
SR-BI DiI-HDL act = enhances SR-BI lipid uptake from DiI-HDL | CHO ldlA[mSR-BI] cells, DiI-HDL uptake fluorescence, 3 h; 100 = double the neutral-control signal | activation, % at 12.5 µM | actives 0.096% (n = 320,000) | AID 504775;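 active = mean replicate activation of at least 60% and every replicate at or above 60%; inconclusive = mean or all-replicate condition met, but not both; inactive = mean below 60% and not all replicates reaching 60%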;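 also: 0% = median plate neutral-control signal and 100% = twice that signal; values of inactives mirror those of a sister screen read the other way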
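Material: SR-BI-overexpressing, LDLR-lacking CHO cells; schedule: compound exposure 3 h, 37 °C; reagent: DiI-labelled HDL at 10 µg/mL final; technique: bottom-read fluorescence, 550/595 nm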
SR-BI HDL uptake = inhibitors of mouse SR-BI mediated HDL lipid uptake. Q61009. ldlA[mSR-BI] CHO cells, DiI-HDL uptake fluorescence, 3 h. inhibition, % at 12.5 µM. actives 0.96% (n = 320,000). AID 488896;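 active = mean replicate inhibition of at least 70% and a set share of replicates each scoring 70 or more; inconclusive = meets just one of the two criteria; inactive = fails both criteria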;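 also: 0% = median of neutral control wells and 100% = median of positive control wells; values of inactives mirror those of a sister screen read the other way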
MITF act = increases MITF-driven TRPM1 promoter luciferase signal; activation, % at 12.5 µM; SK-MEL-5 TRPM1-promoter luciferase, 24 h; % of positive control, neutral wells = 0; actives 0.75% (n = 300,000);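 active = mean activation of at least 80% with every replicate also reaching 80%; inconclusive = mean reaches 80% but some replicate falls short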;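 also: 0% = neutral control wells and 100% = parthenolide positive control wells; values of inactives mirror those of a sister screen read the other way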
Wnt bcat act = Wnt/beta-catenin pathway activation; Wnt/beta-catenin reporter cell assay, activator, plate reader; activation, % at 9.35 µM; actives 1.2% (n = 300,000); AID 743398; in the data active = activation above about 30%, passing the limit was not always enough; inconclusive = no clear call, values can overlap the other calls;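 also: 0% = neutral control wells and 100% = positive control wells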
dFosB act = activators of mouse delta FosB homodimer; P13346; purified delta FosB, TAMRA-CDK5 oligo fluorescence polarization; percent of positive-control signal above neutral wells; activation, % at 25 µM; actives 0.99% (n = 340,000);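 active = mean activation above about 17%, with every replicate also reaching it, limit read from the data, passing the limit was not always enough; inconclusive = only one of the two conditions met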;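 also: fluorescence polarization rise as delta FosB binds a TAMRA Cdk5 AP-1 oligo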
Target sequence (P13346 whole entry, looked up): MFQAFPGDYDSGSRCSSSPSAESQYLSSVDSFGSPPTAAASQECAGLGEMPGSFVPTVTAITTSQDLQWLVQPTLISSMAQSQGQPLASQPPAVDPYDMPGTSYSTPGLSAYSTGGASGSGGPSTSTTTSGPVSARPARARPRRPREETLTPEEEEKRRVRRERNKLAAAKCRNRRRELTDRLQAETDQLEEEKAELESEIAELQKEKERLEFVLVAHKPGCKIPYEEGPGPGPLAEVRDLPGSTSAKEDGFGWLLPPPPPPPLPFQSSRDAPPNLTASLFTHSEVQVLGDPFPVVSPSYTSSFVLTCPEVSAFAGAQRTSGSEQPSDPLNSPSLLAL
Rtt109 HAT inh = C. albicans Rtt109 histone acetyltransferase inhibition; Q5AAJ8; purified Rtt109/Vps75, ThioGlo CoA-SH fluorescence, 4 h; inhibition, % at 34.9 µM; actives 0.16% (n = 330,000);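 active = inhibition of at least 50% in every replicate; inconclusive = best replicate reaches 50% inhibition but some replicates fall short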
Target sequence (Q5AAJ8 whole entry, looked up): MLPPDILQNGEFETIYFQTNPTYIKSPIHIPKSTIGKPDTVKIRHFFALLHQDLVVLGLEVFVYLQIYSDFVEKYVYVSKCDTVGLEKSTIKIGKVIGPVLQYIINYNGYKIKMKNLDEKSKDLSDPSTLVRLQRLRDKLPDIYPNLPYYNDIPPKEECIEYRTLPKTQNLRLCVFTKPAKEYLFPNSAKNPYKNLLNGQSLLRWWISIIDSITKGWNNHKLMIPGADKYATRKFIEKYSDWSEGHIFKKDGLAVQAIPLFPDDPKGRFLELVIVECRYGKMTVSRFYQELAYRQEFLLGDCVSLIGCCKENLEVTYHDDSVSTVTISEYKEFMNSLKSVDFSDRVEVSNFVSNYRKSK
HTR5A ag = activates human HTR5A in OPRM1-OPRD1 agonist counter-screen; HTR5A agonist assay, luminescence, cell-based; P47898; actives 0.61% (n = 340,000); AID 504692; activation, % at 9.3 µM; in the data active = activation mostly above about 9.5%, no sharp cut-off; inactive = mostly below about 7.6%;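 also: 0% = cells with vehicle only and 100% = reference agonist; strong numbers were not always called active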
Target sequence (P47898 whole entry, looked up): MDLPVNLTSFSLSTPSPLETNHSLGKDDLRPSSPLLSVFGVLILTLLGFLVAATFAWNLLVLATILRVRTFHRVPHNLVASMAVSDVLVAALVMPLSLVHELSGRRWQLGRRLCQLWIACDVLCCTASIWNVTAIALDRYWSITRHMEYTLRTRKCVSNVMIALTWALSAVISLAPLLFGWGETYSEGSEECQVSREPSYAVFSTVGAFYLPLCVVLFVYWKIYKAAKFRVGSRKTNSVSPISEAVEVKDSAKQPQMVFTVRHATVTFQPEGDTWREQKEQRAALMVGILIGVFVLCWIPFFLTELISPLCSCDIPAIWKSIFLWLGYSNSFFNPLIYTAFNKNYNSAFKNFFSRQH
An asterisk follows results filed as active; ? = inconclusive; nt = no result given; & = joins results of further samples.

SMILES	CDK5 inh	cardiac RTF act	PvdQ inh	SR-BI DiI-HDL act	SR-BI HDL uptake	MITF act	Wnt bcat act	dFosB act	Rtt109 HAT inh	HTR5A ag
CCOC(=O)[C@H](O)[C@@H](O)c1cccc([C@H](O)[C@@H](O)C(=O)OCC)c1	-0.4	3	-14	nt	nt	5	0	3	-2	4
CN(C)C(=O)C1C2NC(=S)N(c3cccc(Cl)c3)C1(C)Oc1ccc(Cl)cc12 (stereo unspecified)	-0.1	1	-1	-1	1	1	3	-9	7	-4
N/C(=N\OC(=O)c1ccco1)c1ccccc1	-0.5	-2	-3	2	-2	95*	36*	-3	-4	-1
COc1ccc(Nc2nc3c(C)cccn3c(=O)c2C=O)cc1	-2.3	-2	-4	-11	11	7	0	2	-6	-1
COc1cccc(CC(=O)N2CCCC(CO)(Cc3ccc(F)cc3F)C2)c1 (stereo unspecified)	-1.1	2	-14	7	-7	nt	0	-8	0	0
Cc1ccccc1N1CCN(C2CCCN(C(=O)CCc3c(C)noc3C)C2)CC1 (stereo unspecified)	-0.6	-3	-4	-22	22	2	-1	-12	7	-5
NCCCC[C@@H]1NC(=O)c2cc([N+](=O)[O-])cc(I)c2SC[C@@H](C(=O)NCC(N)=O)NC(=O)CNC1=O	1.5	1	10	15	-15	2	nt	1	2	2
CNC(=O)CC1C(=O)N(c2ccc(Cl)cc2)C(=S)N1NC(=O)c1cccc(F)c1 (stereo unspecified)	-0.7	-1	1	-5	5	-5	2	6	-4	3
COc1ccc(N(CC(=O)NCCOc2ccccc2)S(=O)(=O)c2ccc(C)cc2)cc1	0.0	2	-6	nt	nt	9	18	-6	9	3
CCOC(=O)c1cccc(C2=CC(=O)C[C@H](c3ccc(OC)cc3)C2)c1	0.0	-2	-8	-38	38	32	nt	-16	4	-2
COc1ccc(C/C(N)=N/OC(=O)C(c2ccccc2)c2ccccc2)cc1OC	-2.8	3	-2	-5	5	13	nt	-1	nt	-1
Cc1cc(/C=C2\NC(=S)N(C)C2=O)ccc1N1CCCC1	-1.3	87*	11	-48	48	50	53*	-10	5	1
Cn1cccc1/C=N/N1CCN(c2ccccn2)CC1	-3.9	-8	-3	-20	20	12	0	-9	7	1
CCN1CCC2(CC1)C(C#N)=C(N)Oc1c2sc2nc(C)cc(C)c12	0.5	7	-22	12	-12	8	-3	-30	1	-2
COc1cc(-c2c(-c3cccc(C)c3)oc3ccccc23)cc(OC)c1OC	-0.1	-3	-11	-62	62	7	3	-2	7	2

Four records picked at random from the list so far:
SMILES	CDK5 inh	cardiac RTF act	PvdQ inh	SR-BI DiI-HDL act	SR-BI HDL uptake	MITF act	Wnt bcat act	dFosB act	Rtt109 HAT inh	HTR5A ag
COc1cc(-c2c(-c3cccc(C)c3)oc3ccccc23)cc(OC)c1OC	-0.1	-3	-11	-62	62	7	3	-2	7	2
NCCCC[C@@H]1NC(=O)c2cc([N+](=O)[O-])cc(I)c2SC[C@@H](C(=O)NCC(N)=O)NC(=O)CNC1=O	1.5	1	10	15	-15	2	nt	1	2	2
N/C(=N\OC(=O)c1ccco1)c1ccccc1	-0.5	-2	-3	2	-2	95*	36*	-3	-4	-1
CN(C)C(=O)C1C2NC(=S)N(c3cccc(Cl)c3)C1(C)Oc1ccc(Cl)cc12 (stereo unspecified)	-0.1	1	-1	-1	1	1	3	-9	7	-4

Single values from the list.
Under SR-BI DiI-HDL act, COc1ccc(Nc2nc3c(C)cccn3c(=O)c2C=O)cc1 is listed with -11
Under cardiac RTF act, COc1ccc(N(CC(=O)NCCOc2ccccc2)S(=O)(=O)c2ccc(C)cc2)cc1 is listed with 2

(next part)
SMILES	CDK5 inh	cardiac RTF act	PvdQ inh	SR-BI DiI-HDL act	SR-BI HDL uptake	MITF act	Wnt bcat act	dFosB act	Rtt109 HAT inh	HTR5A ag
CCOC(=O)c1cnc(C(C)(C)C)[nH]c1=O	0.0	1	3	25	-25	nt	7	-1	16	-1
COc1ccc(OC)c(S(=O)(=O)N2CCN(C(=O)c3cc(C4CC4)nn3-c3ccccc3)CC2)c1	-0.3	-2	10	-31	31	-14	0	-3	6	8
CCN1/C(=C/c2ccc3cc(C)ccc3[n+]2C)Sc2ccc3sccc3c21	-0.7	4	-16	-52	52	-77	-4	?	0	0
CCOC(=O)c1c(S(=O)(=O)NCC(=O)NCc2cccc(C)c2)c(C)n(C)c1C	1.0	0	-4	-3	3	-8	0	0	5	0
CC(C)N(C(=O)CSc1nc2c([nH]1)c(=O)n(C)c(=O)n2C)c1ccccc1	-5.3	11	-4	19	-19	-3	-2	-8	-4	18
Cc1c(Cl)cccc1NC(=O)COC(=O)Cc1ccsc1	0.5	-3	-15	0	0	1	-3	-10	-5	4
C=CCN(c1ccccc1)S(=O)(=O)c1cccc(C(=O)N2CCCC2)c1	0.1	7	-7	30	-30	-12	-1	-4	-3	15*
O=C(NNc1cccc(Cl)n1)c1cccnc1Cl	1.0	2	5	-19	19	-3	-1	-3	nt	-1
CN(CCOc1ccccc1)CC(=O)Nc1ccc([N+](=O)[O-])cc1Cl	0.4	-3	-5	16	-16	13	0	-10	-1	0
Cc1ccc(CNC(=O)CSc2ccc(-c3ccccn3)nn2)cc1	-0.4	-3	-5	nt	nt	-4	-4	-8	-16	2
O=C(NCCNC(=O)C1CC2CCC1C2)C1CC2CCC1C2 (stereo unspecified)	0.7	4	2	19	-19	-2	-3	2	-3	4
Cn1c[n+](C)cc1/C=N/O	-0.3	-2	-5	20	-20	1	-6	4	-1	2
COc1cc(C(=O)Nc2ccc(S(=O)(=O)N3CCCCC3)cc2)ccc1OCC(=O)N1CCOCC1	-1.9	-2	-10	-28	28	2	-3	-10	-5	0
O=C1c2ccc(Cl)cc2S(=O)(=O)c2cccc(C(=O)N3CCC(Cc4ccccc4)CC3)c21	0.3	0	-3	-9	9	3	-1	-14	-2	2
CCOc1ccc(NC(=O)CNS(=O)(=O)c2c(C)cc(C)cc2C)cc1	0.4	-7	-11	-19	19	-2	-2	-8	14	3

4 entries already listed, ordered by the number in cardiac RTF act, largest number first:
molecule | CDK5 inh | cardiac RTF act | PvdQ inh | SR-BI DiI-HDL act | SR-BI HDL uptake | MITF act | Wnt bcat act | dFosB act | Rtt109 HAT inh
C=CCN(c1ccccc1)S(=O)(=O)c1cccc(C(=O)N2CCCC2)c1 | 0.1 | 7 | -7 | 30 | -30 | -12 | -1 | -4 | -3
CCOC(=O)c1c(S(=O)(=O)NCC(=O)NCc2cccc(C)c2)c(C)n(C)c1C | 1.0 | 0 | -4 | -3 | 3 | -8 | 0 | 0 | 5
CN(CCOc1ccccc1)CC(=O)Nc1ccc([N+](=O)[O-])cc1Cl | 0.4 | -3 | -5 | 16 | -16 | 13 | 0 | -10 | -1
CCOc1ccc(NC(=O)CNS(=O)(=O)c2c(C)cc(C)cc2C)cc1 | 0.4 | -7 | -11 | -19 | 19 | -2 | -2 | -8 | 14

Going on with the list.
SMILES	CDK5 inh	cardiac RTF act	PvdQ inh	SR-BI DiI-HDL act	SR-BI HDL uptake	MITF act	Wnt bcat act	dFosB act	Rtt109 HAT inh	HTR5A ag
CC(C(=O)Nc1ccc(S(=O)(=O)N2CCOCC2)cc1)N1CCN(c2ccccn2)CC1 (stereo unspecified)	-1.2	10	4	5	-5	-6	0	-6	-9	6
Cn1c(N)c(C(c2ccccc2)c2c(N)n(C)c(=O)n(C)c2=O)c(=O)n(C)c1=O	nt	-6	-6	15	-16	-7	nt	-4	0	3
COc1cc2ccccc2cc1C(=O)Nc1ccc(N2CCN(C)CC2)cc1	-2.7	-1	-4	-12	12	nt	nt	0	8	-1
O=C(N1CCOCC1)N1c2ccccc2Sc2ccccc21	-2.0	3	-2	-18	18	9	nt	4	8	1
O=C(Nc1cccc2nsnc12)c1cccs1	0.2&0.6	-2&3	-1&-2	-3&-18	3&18	62&1	9&12	-15&-4	7&-29	1&-4
COc1cc(NC(=O)CSc2nccc(=O)[nH]2)c(C)cc1[N+](=O)[O-]	-0.1	-2	-2	19	-19	9	-2	5	2	0
O=C1c2ccccc2C(=O)N1CCCc1nc(-c2ccccn2)no1	-0.3	0	-6	21	-21	-4	-3	-5	-1	-5
O=C(Cc1ccon1)c1ccc(O)cc1O	-1.0	0	-11	14	-14	9	-1	6	-2	-3
CCN(CC)CCCN=Cc1c(O)n(Cc2ccccc2)c(=O)c2ccccc12	-0.7	0	-17	28	-28	13	nt	4	-10	2
CC(C)Cc1nnc(NC(=O)C2CCN(C(=O)c3ccc(F)cc3)CC2)s1	2.2	-5	-14	15	-15	-8	1	-7	2	13
CCOc1ccccc1N1CCN(C(=O)c2cc(-c3cccnc3)nc3c(Cl)cccc23)CC1	-2.7	-4	-9	-32	32	-32	nt	-8	2	2
O=C1CCC(C(=O)N2CCSCC2)CN1CCc1ccccc1 (stereo unspecified)	0.4	-3	8	5	-5	2	-4	-2	16	0
CC(=O)N1CCN(c2ccccc2NC(=O)c2ccco2)CC1	0.3	-2	-8	-15	15	4	7	1	15	4
COc1cccc(C(=O)NC2(C(F)(F)F)N=C3SCCN3C2=O)c1 (stereo unspecified)	0.1	-1	-10	6	-6	nt	nt	-8	6	-2
CCOc1ccc(Nc2nc(-c3cccnc3)cs2)cc1	-0.7	-4	-10	10	-10	nt	14	1	3	4
CC(C)(C)OC(=O)C[C@@H]1C/C=C\C[C@@H](CC(=O)NCCO)C(=O)NC[C@@H](c2ccccc2)OC1=O	3.0	-7	4	-2	7	5	3	9	-4	-3
CCn1c(=O)c2cc(C(=O)Nc3ccccc3OC)sc2c2ccccc21	-0.4	1	4	-59	59	6	5	-12	21	2
COc1ccccc1C(=O)NC(=O)COC(=O)c1oc2ccccc2c1C	0.0	-1	-16	7	-7	15	-2	-5	-5	4
CN(CCC1CCOCC1)C(=O)CC1C(=O)NCCN1Cc1cccc(F)c1 (stereo unspecified)	-2.5	2	-13	16	-16	1	-3	-5	-5	4
O=C(c1cc(Cl)ccc1F)N1CCCC(Nc2ccc3c(c2)OCCO3)C1 (stereo unspecified)	-0.3	1	-10	-14	14	-5	-2	-3	9	2
CCCn1c(N)c(N(CCOC)C(=O)CSCC(=O)Nc2cccc(C)c2)c(=O)[nH]c1=O	-2.3	-2	-14	7	-7	5	2	7	1	3
CN1CCN(CC#CCC(O)(c2ccccc2)C2CCCC2)CC1 (stereo unspecified)	1.9	-10	2	9	-9	3	nt	-6	13	2
O=C(NN=C1c2ccccc2-c2ccccc21)c1cccc(Br)c1	1.0	0	-16	-33	33	-3	-2	-11	-6	-1
COc1ccccc1N1C(=O)CC(Sc2ncccc2C(=O)O)C1=O (stereo unspecified)	2.1	1	-21	17	-17	9	nt	1	-6	1
CN(CCCNC(=O)c1nn(C)c2c1CS(=O)(=O)c1ccccc1-2)Cc1ccccc1	nt	-4	-13	29	-29	10	-3	-4	-6	-4
CSc1nc(NCC(C)C)c2c3c(sc2n1)CN(C)CC3	0.6	5	-7	-31	31	nt	nt	-10	nt	-3
